CRFR2-BP ag: agonists of CRF-BP/CRF-R2 complex, primary screen, cell-based, HEK293, calcium dye fluorescence, uHTS. activation, % at 13.2 µM. CRF-binding protein / CRF receptor 2 complex (human). calcium dye fluorescence (FLIPR); percent of saturating CRF peptide response. AID 588473, 2011. 350,000 tested, 0.46% active;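 active = activation of at least 50%, plus an integration ratio under a set limit after plate pattern correction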;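 also: plate controls were neutral control wells without compound for no effect and CRF at EC100 for full effect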
PHOSPHO1 inh: PubChem AID 1565 | recombinant PHOSPHO1, absorbance phosphatase assay | Phosphoethanolamine/phosphocholine phosphatase (Homo sapiens), Q8TCT1 | 290,000 tested, 1.1% active | inhibition, % at 13.3 µM; in the data active = inhibition above about 60%
GalR3 antagonist: GalR3 antagonists in HEK293 cells, primary screen, cell-based, fluorescence readout; Galanin receptor type 3 (Homo sapiens), O60755; HEK293 GalR3-CNG cAMP membrane potential fluorescence; galR3 body fused to GalR1 C-terminus; 360,000 tested, 0.44% active; inhibition, % at 3 µM;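 active = inhibition above the screen-wide average plus 3 SD, cut at about 13% in these data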;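 also: forskolin and galanin both at EC90 stimulate the cells; cAMP rise reported by CNG channel membrane potential dye signal; 0% = forskolin plus galanin with DMSO and 100% = forskolin alone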
CRFR2-BP antag: antagonists of CRF-BP/CRF-R2 complex, primary screen, cell-based, HEK293, calcium dye fluorescence, uHTS. CRF-induced calcium fluorescence. inhibition, % at 11.8 µM. 350,000 tested, 0.59% active. AID 588475, 2011;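 active = inhibition of the ligand-induced calcium signal above about 50% at the single tested concentration, limit read from the data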
pCIP destab: p/CIP-EGFP fusion destabilizers, primary screen, fluorescence, F442A cells | 16 h | decrease of EGFP signal, % at 10 µM | 290,000 tested, 0.01% active | AID 1984, 2009;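 active = EGFP signal decrease of at least 30% at 10 µM or well 3 SD below plate mean, unless failing retest; inactive = the rest, including hits failing retest or dose response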; also: some compounds called inactive have numbers as strong as hits; many of its hits are not listed in these tables
MEKK3 PB1 HTS: modulators of MEKK3-MEK5 PB1 binding, primary screen, biochemical, wildtype MEKK3, multiplex bead flow cytometry, Alexa488-MEK5; Mitogen-activated protein kinase kinase kinase 3 (Homo sapiens), Q99759; bead-based flow cytometry, Alexa488-MEK5 binding to MEKK3; actives lie on both sides; 0 = blocked by unlabeled MEK5, 100 = vehicle; binding response (% of control), % at 10 µM; 290,000 tested, 1.4% active; AID 1529, 2009;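 active = binding response more than 3 SD above or below the average of its plate-row segment, actives on both sides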;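 also: Alexa488 bead fluorescence after subtracting the streptavidin-only scavenger bead signal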
Target sequence (Q99759 whole entry, looked up): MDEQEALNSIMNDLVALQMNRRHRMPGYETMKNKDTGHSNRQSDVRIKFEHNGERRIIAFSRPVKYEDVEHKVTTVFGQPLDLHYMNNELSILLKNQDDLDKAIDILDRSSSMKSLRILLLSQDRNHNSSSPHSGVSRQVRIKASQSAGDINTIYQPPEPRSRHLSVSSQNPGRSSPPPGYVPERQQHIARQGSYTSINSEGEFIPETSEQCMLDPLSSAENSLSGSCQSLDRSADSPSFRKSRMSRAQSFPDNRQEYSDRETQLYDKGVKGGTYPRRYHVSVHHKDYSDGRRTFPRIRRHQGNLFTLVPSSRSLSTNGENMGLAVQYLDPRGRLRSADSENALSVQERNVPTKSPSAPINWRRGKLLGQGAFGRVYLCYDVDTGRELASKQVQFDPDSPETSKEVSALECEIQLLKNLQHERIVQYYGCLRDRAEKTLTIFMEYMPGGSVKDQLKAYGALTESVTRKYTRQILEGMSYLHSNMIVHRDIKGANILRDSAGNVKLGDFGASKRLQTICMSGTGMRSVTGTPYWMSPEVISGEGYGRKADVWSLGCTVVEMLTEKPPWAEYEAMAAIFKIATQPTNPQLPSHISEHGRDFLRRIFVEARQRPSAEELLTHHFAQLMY
M4 PAM: human M4 muscarinic receptor positive allosteric modulators, primary screen, CHO-K1 cells, Fluo-8 calcium fluorescence; CHO-K1 hM4/Gqi5, ACh EC20; 0% = ACh EC20, 100% = maximal ACh; Muscarinic acetylcholine receptor M4 (Homo sapiens), P08173; 360,000 tested, 0.4% active; activation, % at 3 µM; AID 624126, 2012;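 active = activation above its plate's cutoff, the mean activation of sample wells plus 3 SD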; also: some results filed as inactive read as strong as hits
Target sequence (P08173 whole entry, looked up): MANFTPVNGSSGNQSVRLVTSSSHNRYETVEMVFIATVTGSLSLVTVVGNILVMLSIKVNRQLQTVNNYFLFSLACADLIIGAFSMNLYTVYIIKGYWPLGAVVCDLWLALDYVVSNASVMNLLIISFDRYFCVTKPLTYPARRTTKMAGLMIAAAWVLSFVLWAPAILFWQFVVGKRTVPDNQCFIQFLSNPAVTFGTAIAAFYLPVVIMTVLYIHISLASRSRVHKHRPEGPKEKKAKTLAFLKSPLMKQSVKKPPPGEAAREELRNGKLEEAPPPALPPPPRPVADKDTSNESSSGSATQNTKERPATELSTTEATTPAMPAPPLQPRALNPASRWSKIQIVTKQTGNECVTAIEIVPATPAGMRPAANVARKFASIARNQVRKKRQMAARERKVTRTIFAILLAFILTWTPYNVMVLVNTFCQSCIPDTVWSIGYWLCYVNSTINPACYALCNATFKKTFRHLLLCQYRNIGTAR
IDE cell inh: human IDE inhibitors in live cells, primary screen, fluorescence polarization, HEK cells, FAbetaB substrate; FAbetaB cleavage; inhibition, % at 5.59 µM; 320,000 tested, 0.41% active; AID 434962, 2010;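 active = percent inhibition above the average of all tested compounds plus 3 SD, set per screening campaign, cut at about 16% in these data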;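 also: IDE supplied by intact live HEK cells; FP after avidin binding of uncleaved biotin substrate so inhibition keeps polarization high; 0% = DMSO wells and 100% = 60 µM reference IDE inhibitor Ii1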
IDE act: human IDE activators in live cells, primary screen, fluorescence polarization, HEK cells, FAbeta-B substrate | FAbeta-B cleavage; 0% vehicle, 100% cell-free pure enzyme wells | activation, % at 5.96 µM | 340,000 tested, 0.073% active | AID 493087, 2011;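 active = activation above the mean of all tested compounds plus 3 SD, set per screening campaign, cut at about 17% in these data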
* marks the source's active call; other numbers are inactive results; nt = no result given. Compounds were not picked by outcome; about 4.2% have a hit in one of these screens.

SMILES	CRFR2-BP ag	PHOSPHO1 inh	GalR3 antagonist	CRFR2-BP antag	pCIP destab	MEKK3 PB1 HTS	M4 PAM	IDE cell inh	IDE act
CCCC(=O)N1CCN(c2ccc([N+](=O)[O-])cc2Cl)CC1	-0.4	-3	-3	4	4	103	8	-2	1
CCOC(=O)C(C)OC(=O)C1=C(C)NC(=O)NC1c1ccc2c(c1)OCO2 (centres undefined)	-1.0	36	-7	-10	-13	106	-3	6	-2
CC(C)Cc1nc(SCC(=O)Nc2nnc(CC(C)C)s2)n[nH]1	2.1	22	-6	-10	-12	96	2	3	7
Cc1ccc(NC(=O)NC(=O)N(C(C)C)S(C)(=O)=O)nc1	-2.0	4	-4	12	-15	93	16	-1	3
O=C(CN1CCN(c2ccc(F)cc2)CC1)N1CCC(Cc2ccccc2)CC1	1.2	-32	-5	-3	-10	110	0	0	-5
Cc1ccc2c(CNCc3ccccc3)cc(=O)oc2c1	-1.1	2	-10	-5	0	100	-1	-1	-3
Cc1nnc(C)c2c(C)n(-c3ccc4ncccc4c3)c(C)c12	0.5	32	-7	-7	1	87	1	3	6
CCOC(=O)c1c(C)nc(-c2ccccc2)nc1NC(=O)C(C)C	-0.9	-41	-2	8	-1	103	-5	6	5
CC(C)Cc1nc2ccccc2[nH]1	-0.5	24	-1	-7	-2	103	-2	3	7
COc1ccc(-n2c(Cc3cc(=O)[nH]c(=O)[nH]3)nnc2SCC(=O)Nc2ccccc2)cc1	2.3	-2	-1	10	-31	nt	0	6	-1
CCN(c1ccc(NC(=O)COC(=O)c2ccc([N+](=O)[O-])o2)cc1)C(C)C	-1.4	nt	-7	5	nt	nt	0	-5	7
CCOC(=O)CSc1nnc(CNC(=O)Cc2ccccc2)n1-c1ccccc1OC	-2.9	47	nt	1	5	102	-3	1	3
COc1ccc(N(CC(=O)NC2CCCC2)C(=O)CCC(=O)Nc2cc(C)on2)c(OC)c1	-0.7	24	2	-4	6	96	-3	-3	2
COc1ccc(CN(C(=O)/C=C/c2ccccc2Cl)C2CCS(=O)(=O)C2)cc1 (centres undefined)	1.6	22	-4	-3	2	86	-2	-6	-5
O=C(CN1C(=O)C2C3C=CC(C3)C2C1=O)Nc1ccc(S(=O)(=O)N2CCCCC2)cc1 (centres undefined)	0.0	-7	0	-2	-15	90	-8	1	4
Cc1c(C(=O)Nc2nc3ccccc3[nH]2)oc2c(Cl)cccc12	-0.4	-4	-8	-33	-9	127	-4	2	-2
CC/C(Cc1ccccc1)=N/NC(=O)CNC(=O)c1ccc(Cl)cc1Cl	0.1	nt	4	-8	0	97	-6	nt	2
COc1ccc(C(C(=O)NC2CCCCC2)N(CC2CCCO2)C(=O)C2COc3ccccc3O2)cc1OC (centres undefined)	-0.3	-12	-3	3	0	129*	13	4	3
CN1CCc2c(sc3c2c(=O)n(-c2ccccc2)c2nncn32)C1	0.3	0	-2	-49	4	107	0	1	7
NC(=O)[C@H]1CC2(CC(c3cccc(NC(=O)[C@H]4CCC(=O)N4)c3)=NO2)CN1C(=O)c1cc([N+](=O)[O-])cc([N+](=O)[O-])c1 (some centres undefined)	0.6	26	-5	-4	0	64	8	1	10
CN(C(=O)c1cc(-c2ccccc2)on1)C1CCCCC1	0.4	18	-11	-8	6	98	2	-5	4
O=C(NCCN1CCCCC1)c1ccc2c(c1)OCCO2	-0.1	7	-6	-13	-1	104	10	5	4
COc1ccc(CCNC(=O)CS(=O)(=O)Cc2nc(-c3ccc(C)cc3)oc2C)cc1OC	1.0	6	-8	-8	-3	95	3	4	6
O=C(CN1C(=O)NC2(CCCCCC2)C1=O)c1ccc(F)cc1	1.3	nt	2	-4	nt	nt	6	5	-1
COc1ccc(CNC(=O)CCCC(=O)Nc2cccc(Br)c2)cc1	0.5	19	0	3	2	104	0	0	-3
CCCNC(=O)CN(c1ccc(F)cc1)S(=O)(=O)c1ccc2c(c1)OCCO2	-0.6	19	-8	1	2	120	-2	1	7
CC(C)Cc1ccc(CN2CCCC(NC(=O)c3cnc4ccccn4c3=O)C2)cc1 (centres undefined)	0.2	15	-3	12	-13	102	3	-3	-3
CCN(CC)CCn1c(=S)[nH]c2cc(C(=O)N3CC=C(c4ccccc4)CC3)ccc2c1=O	nt	-108	-7	nt	4	85	nt	4	nt
CC1(C)CC(=O)N(c2ccccc2)C1(C)O (centres undefined)	-2.2	16	0	9	2	99	0	-3	9
Cc1cccc(C)c1NC(=O)CCc1nnc2ccc(N3CCCC3)nn12	-0.5	38	3	-4	-5	102	1	-3	-2
CC(CCc1ccccc1)NC(=O)C(=O)NCCO (centres undefined)	-0.5	22	-6	-3	-3	100	7	3	4
C#CCOCCOCCOCCNc1nc(N2CCN(C(=O)[C@H](CCC(=O)O)n3cc(C(N)Cc4ccc(O)cc4)nn3)CC2)nc(N2CCN(C(=O)[C@H](CCC(=O)O)n3cc(C(N)Cc4ccc(O)cc4)nn3)CC2)n1 (some centres undefined)	-2.2	40	-6	6	-4	105	nt	1	nt
COc1cc(SC)ccc1C(=O)NC1CCCc2ccccc21 (centres undefined)	-3.0	-24	-12	-5	-18	99	-2	10	2
Cc1ccc(C2(c3ccc(C)cc3)CC2C(=O)Nc2ccc([N+](=O)[O-])cc2O)cc1 (centres undefined)	5.7	30	61*	18	1	106	-5	-4	5
COc1ccc(CCC(=O)NCCc2cn3c(C)csc3n2)cc1	-3.4	22	nt	8	-7	107	8	6	-4
C=C(CC[C@@H](O)C(C)(C)O)[C@H]1CC[C@]2(C)[C@@H]1CCC1[C@@]3(C)CCC(=O)C(C)(C)C3CC[C@]12C (some centres undefined)	0.0	nt	-6	-11	nt	nt	-1	2	6
COc1ccc(OC)c(-c2csc(NC(=O)CSc3ccc([N+](=O)[O-])cc3)n2)c1	1.6	6	-3	14	2	141*	-11	1	3
O=C(Nc1ccc2nsnc2c1)NC1CCCCC1	-1.0	5	2	-23	8	nt	5	0	3
C(=N/N1CCN(c2ccccc2)CC1)/c1ccncc1	4.6	57	0	11	-14	104	0	1	4
CC1CN(c2nc(Nc3ccccc3)nc(N)c2[N+](=O)[O-])CC(C)O1 (centres undefined)	-1.6	16	-1	-5	16	92	-5	-1	-2
CCOC(=O)C1=C(CP(=O)(c2ccccc2)c2ccccc2)NC(=O)NC1c1ccc(Cl)cc1 (centres undefined)	-0.9	-2	-11	-16	6	96	-7	6	4
O=C(c1cc2c(s1)CCC2)N1CCN(c2ccccc2)CC1	1.3	29	-2	-1	-8	106	-1	3	6
CCc1cc2c3c(c(=O)oc2cc1OC(C)C(=O)O)CCCC3 (centres undefined)	0.7	-1	-7	14	-5	100	0	-3	4
CC1(C)C(CC(=O)O)CC1C(=O)O (centres undefined)	-1.6	nt	0	-4	nt	nt	2	nt	4
COc1ccc(COC(=O)CCc2cc(OC)c(OC)c(OC)c2)cc1F	-0.4	nt	-2	6	nt	nt	1	nt	5
CC(=O)N1CCN(c2ccc(S(=O)(=O)N3CCCCC3)cn2)CC1	-1.4	15	-3	10	-9	99	15	0	5
Cc1noc(COc2ccccc2OCC(N)=O)c1Cl	-1.1	2	0	-1	-13	101	-10	-4	2
Cc1ccc(C2Nc3ccccc3-c3nc4ccccc4n32)o1 (centres undefined)	-2.2	-10	-3	5	-21	100	-2	4	-1
CN(C)c1ccc(CN2CCCC(O)C2)cc1 (centres undefined)	-0.8	7	-2	6	-1	93	5	0	5
Cn1c(CO)cnc1SCc1ccc(F)cc1	7.2	33	-4	-11	0	118	13	1	2
CCOC(=O)c1c(C)[nH]c(C(=O)OC(C)C(=O)NC2(C#N)CCCCC2)c1C (centres undefined)	0.1	nt	-5	-6	nt	nt	-5	nt	nt
O=C(c1ccccc1)N1CC(COc2ccccc2)OC(c2cccnc2)O1 (centres undefined)	0.0	36	-1	13	-7	103	6	-4	-9
CCN(CC)C(=O)c1sc2nc(-c3ccccn3)[nH]c(=O)c2c1C	3.4	nt	-3	-8	nt	nt	4	2	6
Cc1ccn2c(=O)nc(SCC(=O)Nc3cc(C)on3)nc2c1	-0.1	nt	0	2	nt	nt	-1	0	5
CC(C)(C)OC(=O)NCCCC[C@@H](C(=O)NCCCCCCCCCCC(=O)N1CCN(C(=O)OC(C)(C)C)CC1)n1cc(CCCC(=O)O)nn1	0.4	nt	-6	-1	nt	nt	-4	4	-3
Cc1nn(Cc2ccc([N+](=O)[O-])cc2)c(=O)n1-c1ccccc1	-1.1	-10	-1	29	-22	95	2	0	-1
O=C(O)CCCNC(=O)c1cccc(C(=O)NCCCC(=O)O)n1	1.3	-1	2	-2	-5	87	-1	-1	0
Cc1noc(/C=C/c2ccco2)c1S(=O)(=O)N1CCC(C(=O)N2CCc3ccccc3C2)CC1	-0.7	30	nt	-3	-1	nt	1	10	1
COCCCN1C(=O)C(=O)/C(=C(/O)c2ccc(OC(C)C)cc2)C1c1ccncc1 (centres undefined)	4.7	19	-2	6	7	92	-3	1	5
OC(CSc1ccc(F)cc1)CN1CCN(c2ccccc2)CC1 (centres undefined)	-0.8	45	2	8	7	100	-1	3	2

Sorted by value in CRFR2-BP antag (largest number first): 4 from the list above
SMILES	CRFR2-BP ag	PHOSPHO1 inh	GalR3 antagonist	CRFR2-BP antag	pCIP destab	MEKK3 PB1 HTS	M4 PAM	IDE cell inh	IDE act
CCCC(=O)N1CCN(c2ccc([N+](=O)[O-])cc2Cl)CC1	-0.4	-3	-3	4	4	103	8	-2	1
CCOC(=O)CSc1nnc(CNC(=O)Cc2ccccc2)n1-c1ccccc1OC	-2.9	47	nt	1	5	102	-3	1	3
Cc1cccc(C)c1NC(=O)CCc1nnc2ccc(N3CCCC3)nn12	-0.5	38	3	-4	-5	102	1	-3	-2
CCOC(=O)C1=C(CP(=O)(c2ccccc2)c2ccccc2)NC(=O)NC1c1ccc(Cl)cc1 (centres undefined)	-0.9	-2	-11	-16	6	96	-7	6	4

The list goes on:
SMILES	CRFR2-BP ag	PHOSPHO1 inh	GalR3 antagonist	CRFR2-BP antag	pCIP destab	MEKK3 PB1 HTS	M4 PAM	IDE cell inh	IDE act
CN(C(=O)COc1ccc(Cl)cc1Cl)c1nnc(C23CC4CC(CC(C4)C2)C3)s1	4.5	-28	nt	-11	6	115	-4	-5	3
COc1cccc(C(C)NC(=O)Nc2cc(Cl)ccc2OC)c1 (centres undefined)	0.0	20	-2	4	-6	100	1	1	1
CCNS(=O)(=O)c1ccc(CCC(=O)Nc2ccc3c(c2)OCCO3)cc1	-0.6	15	-4	5	-3	105	-3	0	5
COc1ccc(NC(=S)Nc2cccc(Cl)c2)cc1OC	2.1	-46	-4	13	-10	112	-5	5	-1
Cc1csc(SCC(=O)c2c(N)n(C)c(=O)n(C)c2=O)n1	5.3	4	-1	-2	8	nt	7	12	-7
CCSc1nnc2c(n1)OC1(CCCC1)Nc1ccccc1-2	-3.0	28	-1	10	-7	98	-2	4	7
O=C(Cc1csc(Nc2nc(=S)[nH]c3ccccc23)n1)N1CCN(c2cccc(C(F)(F)F)c2)CC1	0.5	-14	4	2	3	98	-10	2	-2
CCOC(=O)C1CCN(Cc2cn[nH]c2-c2ccccc2)CC1	-0.2	-2	-3	-1	7	101	-3	10	5
